Screens deposited in PubChem by several laboratories.
HCV core dimer = HCV core protein dimerization inhibition. TR-FRET GST/Flag-core106 dimerization, 1536-well. inhibition, % at 5 µM. 0.33% of 300,000 active. AID 1899;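 active = inhibition above the mean of all tested compounds plus 3 SD, set per screening campaign, cut at about 45% in these data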
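System: GST/Flag-tagged HCV core106 proteins. Incubation: compound-protein-antibody incubation 4 h at 22.5 °C. Technique: HTRF with 340 nm excitation, 617/671 nm emission. Medium: KF-containing HEPES buffer, pH 7.45, DTT, CHAPS, BSA. Read-out: inhibition (%) from 671 over 617 nm ratio. Also added: Eu(K)-anti-GST 90 ng/mL plus XL665-anti-Flag 1 µg/mL.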
PP5 primary = inhibitors of human protein phosphatase 5 (PP5). 0.18% of 320,000 active. inhibition, % at 6.7 µM. P53041. purified PP5c, OMFP substrate fluorescence;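 active = inhibition above the campaign's mean inhibition across all tested compounds plus 3 SD, cut at about 9.5% in these data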;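 also: 0% = DMSO only and 100% = 100 µM cantharidin control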
PP1 counter = blocks human PP1-alpha phosphatase, a PP5 counter-screen | P62136 | purified PP1alpha, OMFP fluorescence | inhibition, % at 6.7 µM | 0.9% of 320,000 active;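 active = inhibition above the mean inhibition of all tested compounds plus 3 SD, computed separately for each screening campaign, cut at about 15% in these data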
Target sequence (P62136 whole entry, looked up): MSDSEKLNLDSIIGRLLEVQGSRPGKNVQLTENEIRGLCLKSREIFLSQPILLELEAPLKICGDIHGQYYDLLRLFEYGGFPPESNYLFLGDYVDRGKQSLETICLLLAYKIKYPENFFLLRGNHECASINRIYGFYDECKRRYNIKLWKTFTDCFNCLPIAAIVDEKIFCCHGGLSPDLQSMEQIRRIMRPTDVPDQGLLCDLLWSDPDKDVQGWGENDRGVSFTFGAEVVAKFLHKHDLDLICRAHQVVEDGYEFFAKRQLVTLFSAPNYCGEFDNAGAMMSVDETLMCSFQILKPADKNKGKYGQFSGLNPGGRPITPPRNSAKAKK
LYPLA2 inh = LYPLA2 (human) inhibition in PME1 counter-screen; AID 2177; recombinant LYPLA2, FP-Rh probe fluorescence polarization; 0.38% of 320,000 active; O95372; inhibition, % at 5.9 µM;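 active = inhibition above the screen-wide mean plus 3 SD, limit set per campaign, cut at about 26% in these data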;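 also: 0% = LYPLA2 with DMSO and 100% = wells lacking LYPLA2 enzyme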
Target sequence (O95372 whole entry, looked up): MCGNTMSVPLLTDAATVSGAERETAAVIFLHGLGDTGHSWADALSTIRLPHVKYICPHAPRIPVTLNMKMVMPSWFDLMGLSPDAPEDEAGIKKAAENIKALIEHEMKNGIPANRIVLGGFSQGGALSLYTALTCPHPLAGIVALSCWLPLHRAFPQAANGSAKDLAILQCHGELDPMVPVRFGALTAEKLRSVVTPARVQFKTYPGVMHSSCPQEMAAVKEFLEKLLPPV
Efflux pump mplx = antifungal efflux pump inhibition, Nile Red retention. S. cerevisiae Candida pump triplex. inhibition, % at 10 µM. 0.44% of 330,000 active. AID 485275;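 active = plate passing quality check with inhibition over a set limit, or well fluorescence over plate mean plus 4 SD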;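 also: Nile Red retained in pooled yeast measured as flow cytometry median fluorescence; 0% = buffer negative control and 100% = Enniatin B positive control; higher means more Nile Red kept so more efflux inhibition; some compounds called inactive have numbers as strong as hits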
TPT1 inh = C. albicans TPT1 enzyme inhibition | recombinant caTPT1, FP RNA substrate dephosphorylation | inhibition, % at 5 µM | 0.81% of 300,000 active;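 active = inhibition above the mean of all tested compounds plus 3 SD, set per screening campaign, cut at about 24% in these data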;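 also: plate controls were DMSO alone for no effect and ferristatin control at 100 nM for full effect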
PREPL inh = inhibits the human prolyl oligopeptidase-like enzyme | recombinant PREPL, fluorescence polarization activity-based probe | inhibition, % at 5.96 µM | 0.68% of 320,000 active; in the data active = inhibition above about 43%;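 also: 0% = enzyme with DMSO and 100% = wells lacking enzyme; many of its hits are not listed in these tables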
Fh CTSL1 inh = cathepsin L1 inhibition, PFM18AAP counter-screen. recombinant F. hepatica cathepsin L1, Z-Leu-Arg-MCA fluorescence. inhibition, % at 5.96 µM. 0.49% of 300,000 active;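 active = inhibition above the mean of all tested compounds plus 3 SD, set per screening campaign, cut at about 17% in these data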;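 also: 0% = plate median of test compound wells and 100% = 1 µM Z-Phe-Ala-diazomethylketone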
JMJD2C inh = blocks human GASC-1 demethylase activity; AID 2099; inhibition, % at 2.35 µM; GST-JMJD2C(1-420) H3K9me3 demethylation, DELFIA europium; 0.069% of 330,000 active;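 active = more than half of a compound's replicate wells show inhibition beyond 50%, single wells judged on their own value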;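 also: signal counts dimethyl H3K9 product captured on neutravidin plate; 0% = median of DMSO wells and 100% = 0.3 times that DMSO median; strong numbers were not always called active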
Target sequence (Q9H3R0 1-420 limits assumed): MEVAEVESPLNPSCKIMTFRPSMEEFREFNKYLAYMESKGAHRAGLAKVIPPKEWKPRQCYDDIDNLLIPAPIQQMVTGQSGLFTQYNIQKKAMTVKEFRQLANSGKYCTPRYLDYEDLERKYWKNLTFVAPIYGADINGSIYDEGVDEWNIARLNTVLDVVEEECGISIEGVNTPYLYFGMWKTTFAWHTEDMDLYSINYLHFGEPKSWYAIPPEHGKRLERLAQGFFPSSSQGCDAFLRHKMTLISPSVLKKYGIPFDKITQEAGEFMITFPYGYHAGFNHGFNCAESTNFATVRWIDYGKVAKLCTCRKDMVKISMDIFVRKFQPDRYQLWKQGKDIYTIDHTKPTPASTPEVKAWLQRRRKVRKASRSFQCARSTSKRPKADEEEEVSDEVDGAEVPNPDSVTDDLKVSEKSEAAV
* marks the source's active call; other numbers are inactive results; . = not tested or not shown. Not all compounds are listed; rates above refer to the full screens.

SMILES	HCV core dimer	PP5 primary	PP1 counter	LYPLA2 inh	Efflux pump mplx	TPT1 inh	PREPL inh	Fh CTSL1 inh	JMJD2C inh
CCOc1cc(C(=O)NC(C)C2CC3CCC2C3)cc(OCC)c1OCC (stereo not given)	-4.6	3.8	-5.4	1.1	0.1	-1.4	14.6	-4.3	-2.2
O=C(c1cccc(F)c1)n1nnc2ccccc21	0.8	2.1	0.4	-4.2	0.1	0.6	3.4	5.2	6.3
O=C(NCCc1cccc(Cl)c1)c1ccc(Cl)c([N+](=O)[O-])c1	-3.8	0.6	1.7	1.4	1.1	2.4	24.7	1.7	16.5
CO/N=C/C1CCN(c2ncc(C(F)(F)F)cc2Cl)C1=O (stereo not given)	0.8	-0.1	-0.7	3.7	0.1	-2.6	0.7	-2.2	-5.8
Cn1c(CCN2CCN(c3ccc(F)cc3)CC2)nc2cc(NC(=O)c3ccco3)ccc21	-2.9	0.3	0.3	4.7	0.0	-2.9	9.8	-0.3	2.6
C=CCNC(=S)/C(=C(/[O-])c1ccc([N+](=O)[O-])cc1)[n+]1ccccc1	4.0	1.0	-7.5	-3.4	0.0	2.3	11.0	-2.3	9.8
Cc1ccccc1NC(=O)CC1C(=O)Nc2ccccc2N1CC(=O)N(C)C1CCS(=O)(=O)C1 (stereo not given)	.	-0.2	-4.8	-5.9	0.2	.	9.2	.	.
CN(C)/C=C/C(=O)c1ccc(-n2cccc2)cc1	-0.8	-0.1	-2.2	-3.5	-0.1	9.1	12.1	-1.8	-4.9
CCOC(=O)c1csc(NC(=O)CN2CCN(C)CC2)n1	-1.8	0.6	-0.9	4.5	-0.1	-0.4	1.9	0.3	-19.5
CCC1Oc2ccc(C)cc2N(CC(=O)NCCc2ccc(OC)c(OC)c2)C1=O (stereo not given)	0.1	0.7	2.5	2.1	0.0	-6.4	9.2	-0.1	-0.3
COc1cccc(CNC(=O)c2ccc(OC)c(S(=O)(=O)NC3CCCC3)c2)c1	-0.2	0.4	0.7	4.0	-0.1	2.1	-0.3	0.5	-1.0
N#C/C(=C\c1ccccc1)C(=O)NCCN1CCOCC1	-2.7	3.6	0.6	-2.6	0.1	2.6	1.2	0.6	-5.1
Cc1cc(C(F)(F)F)n2ncc(-c3ccc(F)cc3)c2n1	-0.9	-0.3	-2.0	1.1	0.1	-0.9	4.5	-1.6	-7.9
Cc1noc(C)c1CSCC(=O)N(C)CC(=O)Nc1ccc(Cl)c(C(F)(F)F)c1	-2.1	-1.0	0.8	0.2	0.1	-0.1	-0.7	-0.1	-4.0
CCOC(=O)c1sc(Nc2ccc(C)cc2C)nc1C	8.0	2.7	-0.3	-4.4	0.3	2.1	30.9	6.7	-1.9
COc1ccc(C(C(=O)NC2CCCC2)N(C(=O)c2snc(C(N)=O)c2N)C2CCCC2)cc1OC (stereo not given)	-0.3	-0.8	-4.4	9.1	0.0	0.7	6.5	-0.2	12.0
Cc1cccc(NC(=S)N=Nc2c(O)n(CN3CCOCC3)c3ccccc23)c1C	-6.1	0.0	2.4	7.4	-0.1	-4.1	15.7	3.3	0.9
CC(C)NC(=O)NC(=O)COC(=O)Cc1ccsc1	-7.7	0.4	1.4	12.0	-0.1	0.2	13.3	-8.9	2.5
COc1ccccc1/C=C1\SC(=S)N(CCC(=O)Nc2cccc(O)c2)C1=O	3.0	3.2	1.6	-28.5	0.0	-1.9	0.4	-3.6	0.5
O=C(c1ccco1)N1CCN(c2ccnc3cc(Cl)ccc23)CC1	-26.9	-1.5	-3.1	2.1	1.2	2.3	2.2	1.0	4.9
Cc1nc(-c2ccc(S(=O)(=O)NCc3ccccn3)s2)cs1	2.2	-0.1	-5.5	-0.4	0.1	13.2	-8.2	0.2	20.8
CCOC(=O)C(=O)N1c2ccccc2C(N(C(=O)C(=O)OCC)c2ccccc2)CC1C (stereo not given)	3.9	2.0	-6.1	1.9	0.0	1.4	7.0	-4.2	5.5
CCCc1nc2ccccc2c(=O)n1/N=C/c1ccc(O)cc1O	-0.8	-2.2	-1.8	5.6	-0.2	-5.1	6.4	-0.2	-8.7
COc1ccccc1-c1c(C)[nH]n2c(=O)c(Cc3ccccc3)c(C)nc12	8.0	0.7	-1.9	-2.3	0.1	0.0	3.9	8.6	-3.0
O=C(CSc1nc(C2CC2)nc2ccccc12)Nc1ccc2c(c1)OCCO2	1.1	-1.5	-2.6	0.0	0.0	-4.2	-0.8	7.5	-1.6
Cc1cc(C(=O)C(C)OC(=O)c2ccc(NC(=O)CC#N)cc2)c(C)n1-c1ccc(OC(F)F)cc1 (stereo not given)	.	4.3	11.3	-55.6	-0.2	.	12.5	.	3.3
COc1ccc(S(=O)(=O)N(C)CC(=O)NCc2cccnc2)cc1C	-6.6	2.2	3.8	1.2	-0.1	-5.6	8.7	-1.2	-2.2
C=CCN1C(=O)/C(=C/c2ccc(O)cc2)S/C1=N/c1nccs1	6.1	0.5	-4.0	1.0	-0.2	72.7*	17.8	2.0	-1.8
O=C1C=CC(=O)N1c1ccc(O)cc1	9.7	-1.7	1.1	-9.2	0.1	-2.4	-9.7	-3.6	-7.1
CCn1c(-c2cccnc2Cl)nc2ccccc21	-1.2	3.3	3.4	-1.3	-0.1	-6.2	0.0	2.7	-0.7
COc1cccc(-c2nn(Cc3ccccc3)cc2CO)c1	-7.9	0.3	3.2	-1.1	-0.1	-0.4	9.7	1.0	-4.0
C/C(=N\NC(=O)CSCc1ccc([N+](=O)[O-])cc1)c1ccccc1O	-7.9	2.7	-2.8	6.5	-0.3	-0.8	-2.1	0.0	16.8
O=C(O)CCc1ccccc1OC(=O)c1ccccc1	3.9	-0.7	-0.1	1.1	-0.1	2.3	2.6	-2.6	-7.1
CCOC(=O)[C@@H]1[C@H]2COc3cc(OC)ccc3[C@H]2N2C(=O)N(c3ccc(F)cc3)C(=O)[C@]12C	-6.3	3.0	-1.9	2.5	-0.2	3.4	-80.9	0.3	-7.8
CCOc1ccccc1N1CCN(C(=O)c2cc3c(s2)CCC3)CC1	7.1	1.5	0.1	5.2	0.2	-1.0	17.7	-2.1	2.4
COC(=O)c1sc(N)c(C(=O)OC)c1COC(=O)CNS(=O)(=O)c1ccc(C)c(C)c1	3.3	-1.1	0.2	5.6	-0.3	-0.8	16.6	-28.3	-10.8
O=C(Nc1ccc(F)cc1)c1cc(Cl)sc1Cl	-0.5	0.2	-0.4	0.4	0.0	-0.7	-2.3	-1.7	.
CN(C)S(=O)(=O)c1ccc(N2CCCC2)c(C(=O)Nc2nc3ccccc3s2)c1	20.0	3.0	7.4	-4.2	-0.2	-3.2	-0.2	1.1	-15.2
O=C1C(c2ccncc2)N(CCC2=CCCCC2)C(=O)CN1C1CCCCC1 (stereo not given)	-0.7	0.6	5.0	0.3	0.0	0.3	2.0	-1.3	-3.8
Cn1c(=O)[nH]c(=O)c2c1nc(N1CCCCC1)n2CC(O)COc1ccc([N+](=O)[O-])cc1 (stereo not given)	0.9	0.0	2.3	4.2	0.0	1.8	22.9	7.2	-10.7
CCOC(=O)Cn1c(C)cc(=O)c2ccccc21	0.4	1.1	-1.9	-0.1	0.0	1.6	-7.0	1.9	56.5
O=C(OCCN=C1NS(=O)(=O)c2ccccc21)C1CC(=O)N(c2ccc(Cl)cc2)C1 (stereo not given)	-2.9	2.0	-2.4	-1.3	0.1	4.2	-3.3	-2.2	-0.9
CCN(Cc1cccc(F)c1)C(=O)c1ccc2ccccc2n1	4.5	0.3	1.0	-3.4	0.1	1.3	-5.3	-2.1	56.1
CCC(C)CCN1C(Nc2ccccc2)=NC[C@@H]1C (stereo not given in full)	5.5	1.3	-4.7	-0.7	0.0	1.7	5.9	1.5	8.2
Cc1ccc(CNC(=O)CCS(=O)(=O)c2cc3c(cc2C)NC(=O)CO3)cc1	-18.6	2.9	3.3	-1.9	-0.1	-3.6	13.3	0.1	5.8
O=c1c2cc(-c3ccccc3)sc2ncn1/N=C/c1ccco1	37.2	2.3	1.8	6.6	0.1	7.4	-15.0	1.8	0.9
COc1ccccc1N1CCN(S(=O)(=O)c2ccc(-c3cnc(C4CC4)o3)cc2)CC1	13.5	1.3	0.8	4.4	-0.1	-2.9	-1.9	2.5	10.2
CC/C(=N\NC(N)=O)c1ccc(OC)c(OC)c1	-2.1	1.2	-5.9	5.3	0.0	-2.0	7.8	-1.2	-0.8
O=C(O)c1cc(Nc2cc(Cl)c3nonc3c2[N+](=O)[O-])ccc1O	11.4	2.1	-0.7	19.9	0.1	0.7	5.2	4.5	-12.7
COC(=O)C1=C(C(=O)OC)[C@@H]2N(Cc3ccccc3)c3ccccc3[C@@]23C[C@@H](C(=O)OC)N(C(=O)CC(C)C)C3=N1	-0.2	2.8	0.6	3.7	0.0	-2.0	9.5	1.8	10.8
Next part.
SMILES	HCV core dimer	PP5 primary	PP1 counter	LYPLA2 inh	Efflux pump mplx	TPT1 inh	PREPL inh	Fh CTSL1 inh	JMJD2C inh
Cc1ccc(C(=O)NC2CCCCCC2)cc1N1CCCC1=O	-1.9	-1.0	-1.1	1.1	-0.1	-7.0	0.8	-2.9	-2.9
Cc1ccc(C(=O)Nc2ccc(S(=O)(=O)NCc3ccco3)cc2)cc1	-1.0	-1.0	-4.3	-4.4	-0.1	0.6	3.4	0.4	9.7
O=C(Cc1ccccc1)Nc1ccc(NC(=O)c2cccs2)cc1	5.8	-2.1	-0.6	-3.0	-0.1	2.0	10.3	-11.4	6.2
COc1cccc(CNC(=O)Cc2csc(Nc3nc(=S)[nH]c4ccccc34)n2)c1	7.9	-0.9	-1.3	1.4	-0.1	2.3	0.1	3.8	6.6
CCOC(=O)C1CCN(C(=O)c2ccc(Cl)c(Cl)c2)CC1	0.0	-1.0	-1.8	3.7	0.2	3.2	7.0	8.5	5.8
Cc1ccc(C(=O)N2CCN(c3ncccn3)CC2)cc1S(=O)(=O)N1CCCCC1	5.7	-0.5	6.4	0.0	0.2	1.5	3.6	0.4	1.4
O=C(Nc1nnc(SCCC2OCCO2)s1)C1CC(=O)N(c2ccc(F)cc2)C1 (stereo not given)	15.5	3.3	3.7	-1.8	-0.5	7.5	8.8	1.8	-0.9
Cc1cc(-c2nnc(CCC(=O)NC(C)(C)C34CC5CC(CC(C5)C3)C4)o2)no1	3.5	4.5	-4.5	8.0	0.3	0.7	-3.4	0.4	0.6
CC(C)(C)c1ccc(/C=N/n2cnnc2)cc1	-0.8	-0.8	-2.0	4.3	-0.2	0.3	-1.6	-2.8	-7.7
COc1ccc(/C(N)=N/OC(=O)CCC2CCCC2)cc1OC	1.4	1.3	-1.2	4.4	0.2	-1.4	6.3	2.0	5.8
O=C(Nn1cnc2ccccc2c1=O)c1ccccc1Cl	0.7	-0.6	-3.3	2.6	0.0	1.7	8.4	-0.9	-22.0
